Screens deposited in PubChem by NCI.
All columns: NCI-60 one-dose screen, growth in % after 48 h at 10 µM unless noted; 100 = growth as untreated, 0 = no growth, -100 = all killed.
EKVX: EKVX NSCLC | 71,000 compounds, 3% hits
A549/ATCC: A549/ATCC NSCLC; 81,000 compounds, 3.7% hits; AID 1794740
SK-MEL-5: SK-MEL-5 melanoma | 80,000 compounds, 6.4% hits | AID 1794755
HOP-62: HOP-62 NSCLC; 80,000 compounds, 3.9% hits
M14: M14 melanoma | 80,000 compounds, 6.2% hits | AID 1794745
HOP-92: HOP-92 NSCLC cells; 71,000 compounds, 6.3% hits; AID 1794738
CCRF-CEM: CCRF-CEM leukemia; 77,000 compounds, 7% hits; AID 1794778
SK-MEL-28: SK-MEL-28 melanoma; 81,000 compounds, 4.1% hits
* marks the source's active call; other numbers are inactive results. The calls were made as follows: active = growth percent below 10; inactive = the rest.

O=[N+]([O-])c1cc(S(=O)(=O)O)cc2cc(S(=O)(=O)O)cc(S(=O)(=O)O)c12 was read as EKVX 102.9, A549/ATCC 81.7, SK-MEL-5 102.5, HOP-62 84.7, M14 104.2, HOP-92 85.3, CCRF-CEM 90.6 and SK-MEL-28 114.0.
CCOC(=O)c1cc(Cl)cc(C(=O)OCC)n1 was read as SK-MEL-5 103.3, HOP-62 106.1, M14 103.3 and SK-MEL-28 109.4.
Screening Cc1ccc(C)c(N)c1 returned EKVX 106.8, A549/ATCC 93.8, SK-MEL-5 99.8, HOP-62 92.6, HOP-92 83.8 and SK-MEL-28 118.0.
Screening CC(C)C1=C[C@@]23CC[C@@H]4[C@](C)(CCC[C@]4(C)C(=O)NCc4ccccc4)[C@H]2C[C@@H]1[C@H]1C(=O)OC(=O)[C@H]13 returned EKVX 33.9, A549/ATCC 33.7, SK-MEL-5 72.2, HOP-62 57.2, M14 54.3, HOP-92 64.7, CCRF-CEM 16.7 and SK-MEL-28 68.1.
Screening CCCCOc1ccc(/C=N/Nc2cc(C)nc3ccc(Br)cc23)cc1 returned EKVX 69.9, A549/ATCC 34.5, SK-MEL-5 84.3, HOP-62 82.5, M14 4.9*, HOP-92 68.0, CCRF-CEM 2.5* and SK-MEL-28 59.5.
Screening O=C(/C=C/c1ccc(O)c(O)c1)O[C@@H]1C[C@]2(O)C[C@@H](OC2=O)[C@@H]1O returned EKVX 98.6, A549/ATCC 98.4, SK-MEL-5 101.8, HOP-62 96.2, M14 96.1, HOP-92 93.7, CCRF-CEM 99.8 and SK-MEL-28 97.6.
O=C1c2c(c3c4cc(F)ccc4oc3c3[nH]c4ccc(Br)cc4c23)C(=O)N1O was read as EKVX 76.5, A549/ATCC 69.2, SK-MEL-5 6.1*, HOP-62 19.4, M14 14.3, HOP-92 -39.4*, CCRF-CEM 9.5* and SK-MEL-28 43.6.
Screening N#C/C(=C\c1ccc(N2CCOCC2)cc1)C(=O)Nc1sc2c(c1C#N)CCCC2 returned EKVX 89.5, A549/ATCC 74.7, SK-MEL-5 88.8, HOP-62 85.0, M14 95.8, HOP-92 70.0, CCRF-CEM 81.0 and SK-MEL-28 84.7.
For O=C1NC(=S)N/C1=C/c1ccc2c(c1)CCC2 the results were EKVX 92.4, A549/ATCC 99.2, SK-MEL-5 98.5, M14 99.0, CCRF-CEM 82.0 and SK-MEL-28 109.0.
For CC(=O)Nc1c(Br)cc2c(c1Br)C(=O)c1ccccc1-2 the results were EKVX 73.7, A549/ATCC 101.9, SK-MEL-5 97.1, M14 97.4, HOP-92 85.8, CCRF-CEM 89.7 and SK-MEL-28 105.5.
For O=C1CC2CC=CCN2C=C1N1CCCCC1=O (stereo unspecified) the results were EKVX 92.3, A549/ATCC 89.1, SK-MEL-5 99.4, HOP-62 75.6, M14 96.7, HOP-92 102.0, CCRF-CEM 100.4 and SK-MEL-28 110.4.
Screening OC(CNc1cccc(Cl)c1)c1ccccc1 (stereo unspecified) returned EKVX 106.0, A549/ATCC 99.0, SK-MEL-5 107.6, HOP-62 97.3, M14 105.6, HOP-92 66.0, CCRF-CEM 82.8 and SK-MEL-28 122.3.
For CC(=O)Nc1sc2c(c1C(=O)NC(C)(C)C)CCCC2 the results were EKVX 95.5, A549/ATCC 100.9, SK-MEL-5 95.0, HOP-62 129.6, M14 105.5, HOP-92 101.2, CCRF-CEM 100.3 and SK-MEL-28 107.5.
Screening COc1cc(-c2nc(-c3nc4cc(C(=O)c5ccccc5)ccc4[nH]3)cc3c2[nH]c2ccccc23)cc(OC)c1OC returned A549/ATCC 75.9, SK-MEL-5 75.2, HOP-62 97.7, M14 85.8, HOP-92 82.5, CCRF-CEM 57.2 and SK-MEL-28 102.3.
`CC(C)CC(=O)NS(=O)(=O)c1ccccc1` gave EKVX 100.1, A549/ATCC 102.4, SK-MEL-5 102.3, HOP-62 108.2, M14 96.9, HOP-92 130.6, CCRF-CEM 112.7 and SK-MEL-28 101.2.
Cc1cc2c(cc1Cl)C(=O)/C(=C/c1ccc(C(C)C)cc1)O2 was read as EKVX 77.5, A549/ATCC 104.0, SK-MEL-5 100.7, HOP-62 98.4, M14 90.7, HOP-92 99.1, CCRF-CEM 102.6 and SK-MEL-28 115.5.
For CC1CC(C)S(=O)(=O)C1 (stereo unspecified) the results were EKVX 108.3, A549/ATCC 92.6, SK-MEL-5 100.9, HOP-62 114.9, M14 111.1, HOP-92 119.6, CCRF-CEM 101.3 and SK-MEL-28 111.5.
Screening OCc1ccccc1C(c1ccc(O)cc1)c1ccc(O)cc1 returned EKVX 103.1, A549/ATCC 94.0, SK-MEL-5 111.7, HOP-62 105.0, M14 98.6, HOP-92 110.9 and SK-MEL-28 112.9.
Screening CC1(C)Cc2c(cn(Cc3ccccc3)c2-c2ccccc2)-c2oncc21 returned EKVX 85.2, A549/ATCC 86.2, SK-MEL-5 83.5, HOP-62 106.9, M14 100.2, HOP-92 67.8, CCRF-CEM 94.2 and SK-MEL-28 112.3.
COC(=O)C1(C)CCCC2(C)C3CCC(C(C)C)C(CO)C3C(CO)CC12 (stereo unspecified) was read as EKVX 90.7, A549/ATCC 92.4, SK-MEL-5 57.2, HOP-62 99.7, M14 95.2, HOP-92 74.6, CCRF-CEM 71.3 and SK-MEL-28 99.4.
Screening COc1ccc(/C=C2\SC(=Nc3ccccc3)N(Cc3nc4ccccc4[nH]3)C2=O)c(OC)c1 returned EKVX 84.0, A549/ATCC 82.4, SK-MEL-5 85.0, HOP-62 77.3, M14 98.7 and SK-MEL-28 95.0.
Screening N=C(N)SCCCCCCCCCSC(=N)N returned EKVX 79.4, A549/ATCC 71.8, SK-MEL-5 84.0, HOP-62 89.6, M14 95.0, HOP-92 10.9, CCRF-CEM 90.7 and SK-MEL-28 105.1.
Screening C=C1SC(=Nc2c(C)cc(C)cc2C)N(C(=O)c2sc3ccccc3c2Cl)C12CCCCC2 returned EKVX 96.8, A549/ATCC 85.9, SK-MEL-5 88.5, HOP-62 108.1, M14 91.9, HOP-92 81.0, CCRF-CEM 72.7 and SK-MEL-28 106.7.
CCC1CCN(CC)CC1 was read as A549/ATCC 97.6, SK-MEL-5 105.2, HOP-62 106.9, M14 113.8, HOP-92 113.9, CCRF-CEM 116.3 and SK-MEL-28 107.6.
`COc1ccc(CNC(=O)C2CSC3c4ccccc4C(=O)N23)cc1OC` (stereo unspecified) gave EKVX 114.6, A549/ATCC 74.9, SK-MEL-5 102.3, HOP-62 98.5, M14 107.3, HOP-92 93.4, CCRF-CEM 94.1 and SK-MEL-28 110.6.
For O=C(Nc1ccc(C2=NCCCN2)cc1)c1ccc(C(=O)Nc2ccc(C3=NCCCN3)cc2)nc1 the results were EKVX 96.0, A549/ATCC 141.2, SK-MEL-5 99.3, HOP-62 97.2, M14 102.5, HOP-92 131.0, CCRF-CEM 106.8 and SK-MEL-28 119.6.
Screening COc1ccc(-c2cc(NC(=O)Nc3ccccc3)no2)cc1 returned EKVX 97.1, A549/ATCC 88.9, SK-MEL-5 99.1, HOP-62 99.1, M14 93.9, HOP-92 105.5, CCRF-CEM 101.0 and SK-MEL-28 102.8.
`COc1ccc(-n2nc(C(=O)NCCCCCC(=O)NO)nc2-c2ccccc2)cc1` gave EKVX 97.1, A549/ATCC 97.9, SK-MEL-5 95.6, HOP-62 105.1, M14 104.3, HOP-92 83.6, CCRF-CEM 96.2 and SK-MEL-28 104.3.
`O=C1/C(=C\c2cn(Cc3cccc4ccccc34)c3ccccc23)c2ccccc2N1c1c(Cl)cccc1Cl` gave EKVX 100.8, A549/ATCC 95.1, SK-MEL-5 109.6, HOP-62 110.2, M14 103.8, CCRF-CEM 90.3 and SK-MEL-28 113.3.
`Cc1ccc(S(=O)(=O)N(C(=S)OCCN2C(=O)c3ccccc3C2=O)c2ccccc2F)cc1` gave EKVX 84.1, A549/ATCC 92.0, SK-MEL-5 82.1, HOP-62 84.7, M14 81.8, HOP-92 57.8, CCRF-CEM 70.1 and SK-MEL-28 89.7.
For COCCN1CCN(c2ncc([N+](=O)[O-])c(N3CCN(CCOC)CC3)n2)CC1 the results were EKVX 96.8, A549/ATCC 104.3, SK-MEL-5 95.9, HOP-62 104.3, M14 100.8, HOP-92 88.8, CCRF-CEM 108.4 and SK-MEL-28 98.3.
`CCC(CCCN1C(=O)c2ccccc2C1=O)Nc1cc(OC)cc2c(C)ccnc12` (stereo unspecified) gave EKVX 84.5, A549/ATCC 102.6, SK-MEL-5 85.3, HOP-92 72.4, CCRF-CEM 104.6 and SK-MEL-28 100.9.
For Nc1[nH]nc2[nH]c(=S)nc(-c3ccco3)c12 the results were EKVX 105.0, A549/ATCC 97.6, SK-MEL-5 99.5, HOP-62 87.7, M14 96.9, HOP-92 94.5, CCRF-CEM 100.9 and SK-MEL-28 101.0.
`CC(C)(C)c1ccc(N)c([N+](=O)[O-])c1` gave EKVX 112.7, A549/ATCC 103.6, SK-MEL-5 102.9, HOP-62 103.8, M14 118.5, HOP-92 78.5, CCRF-CEM 106.5 and SK-MEL-28 115.0.
`CCCCCCCCCC1=NC(C)(C)CN1C(C)(C)CO` gave EKVX 90.8, A549/ATCC 99.6, SK-MEL-5 84.0, HOP-62 100.4, M14 113.0, HOP-92 91.0, CCRF-CEM 82.4 and SK-MEL-28 131.1.
OC(c1cccs1)c1cccs1 was read as EKVX 110.2, A549/ATCC 98.7, SK-MEL-5 114.6, HOP-62 110.9, M14 107.8, CCRF-CEM 109.2 and SK-MEL-28 110.2.
Screening O=C(N/N=C/c1ccncc1)c1ccncc1 returned EKVX 102.2, A549/ATCC 106.4, SK-MEL-5 108.9, HOP-62 100.7, M14 114.4, HOP-92 98.4, CCRF-CEM 98.5 and SK-MEL-28 113.0.
For CCN1CCN(CCNc2nccc(-c3cn(-c4ccccc4)nc3-c3ccc(Cl)c(OC)c3)n2)S1(=O)=O the results were EKVX 95.9, A549/ATCC 68.0, SK-MEL-5 90.2, HOP-62 68.8, M14 90.3, HOP-92 96.7, CCRF-CEM 126.8 and SK-MEL-28 108.3.
O=C(/C(=C\c1c(-c2ccccc2)[nH]c2ccccc12)S(=O)(=O)c1ccccc1)c1ccccc1 was read as EKVX 28.7, A549/ATCC 44.6, SK-MEL-5 47.7, HOP-62 64.5, M14 49.7, HOP-92 -4.3*, CCRF-CEM 21.0 and SK-MEL-28 76.2.
Screening CCCCN(CC)CCCCCCCCCCN1CCCc2cc(OC)ccc21 returned EKVX 34.5, A549/ATCC 91.0, SK-MEL-5 92.1, HOP-62 105.8, M14 88.2, HOP-92 31.8, CCRF-CEM 7.3* and SK-MEL-28 118.8.
Screening Cc1c(C(C)(C)O)cn2ncnc(Oc3ccc(NC(=O)Nc4ccc(Cl)c(C(F)(F)F)c4)c(F)c3)c12 returned EKVX 56.3, A549/ATCC 41.2, SK-MEL-5 61.4, HOP-62 100.9, M14 55.1, HOP-92 36.4, CCRF-CEM 29.2 and SK-MEL-28 71.3.
Screening CCOC(=O)C(CCCCC(NC(C)=O)(C(=O)OCC)C(=O)OCC)(NC(C)=O)C(=O)OCC returned SK-MEL-5 104.5, HOP-62 102.2, M14 104.5, HOP-92 94.9 and SK-MEL-28 97.0.
O=c1c2c3c(sc2n2c(-c4ccc(Br)cc4)nnc2n1Cc1ccccc1)CCCC3 was read as EKVX 64.8, A549/ATCC 92.7, SK-MEL-5 56.5, HOP-62 71.6, M14 86.3, HOP-92 53.0 and SK-MEL-28 88.8.
For COc1ccc2nc(NC(=O)CSc3nnc4n3S(=O)(=O)c3ccccc3N4C)sc2c1 the results were EKVX 106.3, A549/ATCC 77.9, SK-MEL-5 95.1, HOP-62 97.9, M14 101.4, HOP-92 90.5, CCRF-CEM 4.3* and SK-MEL-28 117.2.
Screening COc1cc2nc(N3CCC[C@H](NC(=O)c4ccco4)C3)nc(N)c2cc1OC returned A549/ATCC 100.7, SK-MEL-5 97.5, HOP-62 107.7, M14 98.2, HOP-92 67.7, CCRF-CEM 78.2 and SK-MEL-28 103.2.
